Assay outcomes: PubChem BioAssay, Sanford-Burnham Center for Chemical Genomics
A3G deaminase: blocks human APOBEC3G single-stranded DNA deamination; Q9HC16; recombinant A3G, ssDNA deamination FAM/TAMRA fluorescence; AID 493012; inhibition, % at 20 µM; 330,000 compounds, 0.28% hits;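 active means inhibition of at least 40% at 20 µM, with no more than 30% in the related APOBEC3A deaminase screen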;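 further: plate controls were DMSO wells with A3G for no effect and wells lacking A3G enzyme for full effect; some compounds called inactive have numbers as strong as hits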
Target sequence (Q9HC16 whole entry, looked up): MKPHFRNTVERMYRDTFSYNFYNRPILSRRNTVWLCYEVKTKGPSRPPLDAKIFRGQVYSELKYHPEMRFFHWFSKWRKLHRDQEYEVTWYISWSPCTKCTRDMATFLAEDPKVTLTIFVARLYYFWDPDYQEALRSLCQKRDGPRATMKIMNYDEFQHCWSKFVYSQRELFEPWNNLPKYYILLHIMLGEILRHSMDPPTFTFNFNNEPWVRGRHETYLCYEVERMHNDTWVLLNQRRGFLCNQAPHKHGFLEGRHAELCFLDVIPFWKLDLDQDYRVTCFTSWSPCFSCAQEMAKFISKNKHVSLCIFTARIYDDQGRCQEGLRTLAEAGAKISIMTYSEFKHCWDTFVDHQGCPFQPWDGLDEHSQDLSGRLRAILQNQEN
hIAP activ: increases human intestinal alkaline phosphatase activity. P09923. purified human IAP, CDP-Star luminescence, 30 min; stronger effect = higher value; 1 = vehicle-only enzyme, 0 = enzyme-free background. activation factor at 10 µM. 330,000 compounds, 0.16% hits;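 active means activation factor of the enzyme at least 2-fold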; further: the source names both 10 and 20 µM as test concentration; values of inactives mirror those of a sister screen read the other way
NR3A LBD binder: modulators (binders) of human NR3A ligand-binding domain. NR3A LBD differential scanning fluorimetry, Tm shift; 0% = protein alone, 100% = glycine-bound protein. Tm shift relative to glycine control, % at 25 µM. 340,000 compounds, 2.5% hits;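 active means melting temperature shift of at least 10% of the positive control shift, at one fixed dose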
MPTP block: inhibitors of mitochondrial permeability transition pore | isolated mouse mitochondria, Ca2+ swelling absorbance, 30 min | inhibition, % at 10 µM | 360,000 compounds, 1.4% hits;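 active means inhibition of 50% or more, scaled per plate between neutral and stimulator controls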;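 further: 0% = DMSO wells given calcium and 100% = 1 mM EGTA wells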
beta cell repl: MIN6 beta-cell proliferation induction; AID 2380; 330,000 compounds, 0.29% hits; proliferation, % at 10 µM; MIN6 cells proliferation, ATPlite luminescence, 48 h; cells starved in 0.2% serum; 100% = growth in 10% serum;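 active means compounds whose signal lies at least 3.5 SD above the mean of all wells on their plate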;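 further: 0% = DMSO-treated cells in low-serum medium and 100% = 10% serum control; some compounds called inactive have numbers as strong as hits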
hIAP block: human IAP inhibition; P09923; purified IAP, CDP-Star luminescence, 30 min; inhibition, % at 10 µM; 330,000 compounds, 0.12% hits; AID 2544;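 active means inhibition reaching a set limit with compound at 10 µM in the primary screen, cut at about 35% in these data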;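 further: plate controls were DMSO wells with enzyme for no effect and no-enzyme buffer wells for full effect; values of inactives mirror those of a sister screen read the other way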
mIAP block: mouse IAP inhibition; AID 2806; purified mouse IAP, CDP-Star luminescence, 30 min; 330,000 compounds, 0.2% hits; inhibition, % at 10 µM;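 active means inhibition of at least 40% at 10 µM in the primary screen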;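 further: plate controls were DMSO with enzyme for no effect and no enzyme wells for full effect; values of inactives mirror those of a sister screen read the other way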
mIAP activ: increases mouse intestinal alkaline phosphatase activity; activation factor at 10 µM; AID 2805; 330,000 compounds, 0.24% hits; muIAP, CDP-Star luminescence, 30 min; stronger effect = higher value; 1 = vehicle-only enzyme signal, 0 = enzyme-free wells;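 active means activation factor of at least 2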; further: the source names both 10 and 20 µM as test concentration; values of inactives mirror those of a sister screen read the other way
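Assay system: mouse IAP enzyme / Compound: DMSO-dissolved test compounds / Timing: 30 min, room temperature / Measured by: luminescence from enzymatic CDP-Star hydrolysis / Control set: DMSO-only wells, enzyme-free buffer wells as negative control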
A3A deaminase: human APOBEC3A DNA deaminase inhibition. P31941. recombinant A3A, FAM/TAMRA ssDNA deamination fluorescence. inhibition, % at 20 µM. 330,000 compounds, 0.41% hits. AID 493011;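 active means at least 40% inhibition at 20 µM here, with at most 30% in a related deaminase screen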;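 further: plate controls were A3A with DMSO for no effect and wells lacking A3A enzyme for full effect; some results filed as inactive read as strong as hits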
Target sequence (P31941 whole entry, looked up): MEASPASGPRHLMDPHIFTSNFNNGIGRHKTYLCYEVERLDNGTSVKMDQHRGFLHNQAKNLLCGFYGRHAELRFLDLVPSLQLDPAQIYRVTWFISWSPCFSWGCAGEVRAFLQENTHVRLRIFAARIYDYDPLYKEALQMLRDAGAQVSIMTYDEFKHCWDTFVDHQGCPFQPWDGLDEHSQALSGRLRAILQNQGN
An asterisk follows results filed as active; / = no result given. Some of the compounds tested; count on the stated rates, not on these rows.

SMILES	A3G deaminase	hIAP activ	NR3A LBD binder	MPTP block	beta cell repl	hIAP block	mIAP block	mIAP activ	A3A deaminase
CC(C(=O)c1ccccc1)N1C(=O)c2ccccc2C1=O (stereo not drawn)	-5	1	-1	-1.6	-3	-3	-10	1.1	0
O=C(Cc1ccccc1)N1CCN(Cc2ccccc2Cl)CC1	2	0.99	-1	-0.7	1	1	-11	1.1	5
Cn1c(O)c(C=NCCN2CCOCC2)c(=O)n(C)c1=S	3	0.93	-1	1.6	-2	7	10	0.9	3
COC(=O)C1=C(c2cc3ccccc3o2)C[C@@H]2CC[C@H]1N2C	-9	1	-1	-0.4	-2	-4	-3	1	-3
Cc1nc2c(=O)n(C)c(=O)nc-2n(C)n1	-3	0.89	1	-5.7	-4	11	-5	1	2
C[C@H]1CCCC(=O)CCCCCc2cc(O)cc(O)c2C(=O)O1	-6	1	-15	2.2	-5	-2	-2	1	-2
CCOc1ccc(C2C(C#N)=C(N)Oc3c2c(=O)oc2ccccc32)cc1 (stereo not drawn)	0	1.1	2	0.6	3	-5	5	0.95	4
COc1ccc2c(c1O)-c1cccc3c1[C@@H](C2)N(C)CC3	-6	0.94	1	-2.5	3	6	-2	1	0
O=C1/C(=C\c2cccnc2)N2CCC1CC2	-8	0.95	-1	0.8	2	5	4	0.95	-5
O=[N+]([O-])c1cc(-n2cnnn2)c(O)c([N+](=O)[O-])c1	-5	1.1	-4	-0.5	-5	-8	-14	1.1	-4
OC(Cn1c2ccccc2c2ccccc21)C[n+]1cccc2ccccc21 (stereo not drawn)	-6	1	-3	36	-5	-3	5	0.95	-2
Cc1cccc(NC(=O)OC2CN3CCC2CC3)c1 (stereo not drawn)	-6	1.1	-1	1.9	-1	-6	-6	1.1	-4
COc1cccc(CNCCc2cccc(F)c2)c1OC	-9	0.98	0	0.2	4	2	5	0.95	-6
C[C@](N)(CCP(=O)(O)O)C(=O)O	-4	0.92	-1	0.1	9	8	-2	1	1
Cc1ccsc1CNCCc1ccccc1F	-3	0.98	0	-0.3	2	2	2	0.98	-5
CC(C)(C)c1cc(C=C(C#N)C#N)cc(C(C)(C)C)c1O	3	0.8	3	108*	-8	20	24	0.76	2
COc1ccc(N=Cc2c(O)n(Cc3ccccc3)c(=S)[nH]c2=O)c(OC)c1	4	1.1	8	1.9	-3	-11	2	0.98	4
Cc1cc(C(=O)O)c(C)n1C1CC1	-5	1	-1	0.3	2	-5	8	0.92	1
Cc1cccc(OP(N)(=O)Oc2cccc(C)c2)c1	-6	0.98	0	1.6	2	2	-4	1	0
CCOC(=O)c1c(C)n(CCOC)c2ccc(O)cc12	-4	0.8	0	-0.5	-1	20	-1	1	0
CCC/C=C(\CCC)C(NP(=O)(c1ccccc1)c1ccccc1)c1ccccc1 (stereo not drawn)	-12	1.1	/	/	-8	-5	-30	1.3	-3
O=C1C2CCCN2C(c2ccc(Cl)c(Cl)c2)N1c1ccccn1 (stereo not drawn)	-5	1.2	0	-0.1	-2	-19	0	1	-4
Cc1ccc(CS(=O)(=O)CCC(=O)N2CCC3(CC2)OCCO3)cc1	-1	1	0	-0.5	-3	0	-1	1	1
Cc1cc(=O)oc2c(C)c(OCC(=O)N3CCN(Cc4ccccc4)CC3)ccc12	1	1.1	-1	0.8	-1	-5	-12	1.1	2
CN1CCN(/N=C/c2c(O)n(CCC3=CCCCC3)c(=S)[nH]c2=O)CC1	0	1.1	-4	-0.9	-2	-6	3	0.97	3
CC(C)[C@H]1C(=O)N2CCC[C@H]2[C@]2(O)O[C@](NC(=O)[C@@H]3C=C4c5cccc6[nH]cc(c56)C[C@H]4N(C)C3)(C(C)C)C(=O)N12	-14	0.94	-5	-1.0	-6	6	14	0.86	-5
COc1cc(OC)c(OC)cc1CN1CCN(C(=O)COc2ccc3ccccc3c2)CC1	-3	1	-3	0.4	0	-2	3	0.97	-2
O=C(Nc1ccc(F)cc1)c1c(O)c2c(n(Cc3ccccc3)c1=O)CCCC2	-4	1.2	11*	-1.5	-4	-22	8	0.93	-4
Cn1cc(C(=O)Cc2ccccc2)c2ccccc21	1	0.98	2	0.3	-2	2	-4	1	1
[Cl][Pt+2][Cl].[NH-]C1CCCCC1[NH-] (stereo not drawn)	-1	0.94	-1	2.2	2	6	-8	1.1	0
COc1cc2c(cc1O)CC1c3c(cc(O)c(OC)c3-2)CCN1C (stereo not drawn)	-5	1	0	6.9	-3	-3	16	0.84	25
Clc1cccc(CNCCc2c[nH]c3ccccc23)c1	-8	0.96	2	1.7	-6	4	5	0.95	-4
Clc1ccc(N2CCNCC2)nn1	-6	1.1	1	-0.7	1	-5	-10	1.1	-5
O=c1[nH]c(=O)n(-c2ccccc2F)c(O)c1C=NCCC1=CCCCC1	-4	0.98	-3	-2.5	1	2	5	0.95	-1
Cc1ccc(N2C(=O)NC(=O)C3(Cc4ccccc4N4CCN(c5ccccc5)CC43)C2=O)cc1 (stereo not drawn)	6	0.84	-7	-0.1	-4	16	1	0.99	-1
Cn1c(O)c(/C=N/N2CCOCC2)c(=O)n(-c2ccccc2)c1=S	-5	0.97	3	0.1	1	3	8	0.93	-4
CN(C)CC1CSCCC1(O)c1ccccc1Cl (stereo not drawn)	1	0.96	2	-0.8	-1	4	8	0.92	0
Cc1cc(C)n2nc(C)[n+](C)c2n1	1	1.1	-1	-3.8	-1	-6	-6	1.1	2
CN1CCC(N(C)Cc2cccnc2)CC1	-9	0.85	1	-0.9	-2	15	-12	1.1	-3
C=CCn1c(O)c(C(C)=Nc2ccc(C(=O)OCC)cc2)c(=O)[nH]c1=O	-5	1.1	1	-2.5	-2	-12	-1	1	-1
Cc1ccc(N2C(=O)NC(=O)/C(=C/C=C/c3ccco3)C2=O)cc1	24	1.1	1	0.3	-5	-8	32	0.68	28
CN1CCN(CC#CCOc2ccc(Cl)cc2)CC1	-3	1.2	0	0.9	-2	-22	-1	1	0
COc1ccc(CN2CCN(c3ccccc3F)CC2)cc1O	0	1.1	-2	0.8	0	-8	1	0.99	1
CCN(CC)CCCN=Cc1c(O)n(CCc2ccc(F)cc2)c(=O)[nH]c1=O	-1	1.1	0	0.5	-2	-13	-1	1	-1
COc1ccc(/C=C/C(=O)NC(=S)N2C[C@H]3C[C@H](C2)c2cccc(=O)n2C3)cc1OC	-10	0.94	0	0.9	0	6	0	1	-5
CC(NCc1ccccc1Cl)C(O)c1ccccc1 (stereo not drawn)	-6	1.2	0	0.4	-4	-24	-10	1.1	-3
CN[C@H](C)[C@H](O)c1ccccc1	-3	1	1	-5.1	4	-4	7	0.93	-5
CCCCN1C(=O)/C(=C\c2ccco2)C(=O)N(CCc2ccccc2)C1=O	9	0.93	0	68*	0	7	6	0.94	7
CCN(CC)C(=O)c1ccc(NC(=O)c2cccc(F)c2)cc1	-5	0.9	1	2.1	-4	10	4	0.96	-1
C[C@]1(O)CCC2C3CC[C@H]4C[C@@H](OC(=O)CNC(=O)CN)CC[C@]4(C)C3CC[C@@]21C (stereo partly drawn)	-2	1.2	-1	-1.3	-3	-18	1	0.99	0
COc1cccc(C(=O)C2CN(C)CC2c2ccc(Cl)cc2)c1 (stereo not drawn)	-3	1	0	1.6	-4	0	1	0.99	-1
COc1ccc(C(=O)C2CCCN(Cc3cnc(C)s3)C2)c(OC)c1 (stereo not drawn)	-2	1	-2	1.3	-1	-5	3	0.97	1
CCOC(=O)c1cc(C(O)(C(=O)OC)C(F)(F)F)c(/N=C/N(C)C)o1 (stereo not drawn)	1	0.98	0	-1.7	0	2	-2	1	2
COc1ccc(-n2c(O)c(C(C)=Nc3ccc4c(c3)CCC4)c(=O)[nH]c2=O)cc1	-5	1.2	3	3.1	-2	-16	-9	1.1	-4
NCC(CC(=O)O)C1CCCCC1 (stereo not drawn)	-8	1	-1	32	-1	-4	3	0.97	-2
CC(C)Oc1ccc(CC2(CCc3ccncc3)C(=O)NC(=O)NC2=O)cc1	-4	0.95	-2	1.2	1	5	9	0.91	-1
O=c1[nH]c(=O)n(CCC2=CCCCC2)c(O)c1C=NCCCn1ccnc1	-5	1.1	-1	-13	0	-6	10	0.9	-2
CC1=NCCc2c1[nH]c1ccccc21	-5	1.1	-1	-1.2	-2	-6	13	0.87	5
O=c1[nH]c(O)c(C=NC2CCCCC2)c(=O)[nH]1	-4	0.88	0	-0.5	-2	12	3	0.97	-1
CCC(=NCCc1ccccc1)c1c(O)[nH]c(=O)[nH]c1=O	4	1.2	-1	2.4	-2	-18	9	0.91	3
Following part
SMILES	A3G deaminase	hIAP activ	NR3A LBD binder	MPTP block	beta cell repl	hIAP block	mIAP block	mIAP activ	A3A deaminase
O=C(O)C1C2c3ccccc3C(c3ccccc32)C1C(=O)Nc1ccccc1 (stereo not drawn)	3	0.96	6	-3.0	0	4	0	1	8
CC1(C)C(=O)C=C[C@]2(C)[C@H]3CC[C@@]4(C)[C@H](c5ccoc5)OC(=O)[C@H]5O[C@]54[C@]3(C)[C@H](O)C[C@@H]12	-14	1.1	0	/	-8	-10	39	0.61	1
O=C(NC1CCCCC1)[C@@H]1CC=C[C@@H]2CCN(Cc3ccccc3)C(=O)[C@@H]21	-16	1.2	1	1.8	-2	-16	-12	1.1	-8
COC(=O)c1ccccc1N=Cc1c(O)[nH]c(=S)[nH]c1=O	-2	1	1	2.6	5	0	13	0.87	0
CCOc1cc(CNCCc2cccc(F)c2)ccc1OC	-7	1	-2	-1.1	-2	-2	4	0.96	1
C(#CCN1CCOCC1)COCC#Cc1ccccc1	-2	0.94	0	-0.5	-2	6	-4	1	0
ClC1=C(Cl)C2(Cl)C3C(Cl)C=CC3C1(Cl)C2(Cl)Cl (stereo not drawn)	-10	0.81	3	-0.8	-7	19	-4	1	0
O=C1NC(=O)C(CCc2ccncc2)(Cc2ccc(OCc3ccccc3)cc2)C(=O)N1	-11	1	-1	3.7	-2	-3	1	0.99	10
Cn1c(O)c(/C=C2\N=c3ccccc3=C2CCNC(=S)NC2CC2)c(=O)n(C)c1=O	10	0.97	17*	1.3	3	3	4	0.95	-3
COCCNC(=O)CN1C(=O)C(C)N=C(c2ccccc2)c2cc(Cl)ccc21 (stereo not drawn)	-2	1.1	-1	0.2	-1	-9	-6	1.1	2
COc1cccc(CN2CCN(C(=O)Cc3ccccc3OC)CC2)c1	-8	0.82	0	1.5	0	18	0	1	-8
O=C1NC(=O)N(c2ccccc2F)C(=O)/C1=C/c1cn(CC(=O)N2CCOCC2)c2ccccc12	0	1.1	0	/	1	-12	-4	1	-4
OC1(c2ccc(F)cc2)CC2CCC(C1)N2Cc1nnnn1C1CCCCC1 (stereo not drawn)	-2	1.2	-15	0.0	-4	-20	-8	1.1	1
O=[N+]([O-])c1ccc(N2CCCC2)c2ccncc12	6	0.67	-4	0.8	1	33	24	0.76	10
COC(=O)C1=C(c2ccc(S(C)(=O)=O)cc2)C[C@@H]2CC[C@H]1N2C(=O)NC1CC1	-6	0.92	-4	0.1	0	8	10	0.9	-1

By substructure: the compounds so far with a cyano group.
SMILES	A3G deaminase	hIAP activ	NR3A LBD binder	MPTP block	beta cell repl	hIAP block	mIAP block	mIAP activ	A3A deaminase
CCOc1ccc(C2C(C#N)=C(N)Oc3c2c(=O)oc2ccccc32)cc1 (stereo not drawn)	0	1.1	2	0.6	3	-5	5	0.95	4
CC(C)(C)c1cc(C=C(C#N)C#N)cc(C(C)(C)C)c1O	3	0.8	3	108*	-8	20	24	0.76	2
